Compound activity as filed in PubChem.
RSV CPE inhibition: inhibition of RSV-induced cytopathic effect – HEp-2 cells, primary 10 µM value included (AID 2391) | HEp-2 cells, RSV-induced CPE inhibition; higher % means a stronger effect | CPE inhibition, % at 10 µM, or IC50 in µM where a hit was titrated | 310,000 tested, 0.13% active; in the data active means a potency from the dose series; inconclusive means CPE inhibition mostly from about 23% at the one dose, without a potency; inactive means the rest, 99 in 100 with CPE inhibition below about 21%; further: strong numbers were not always called active
WT yeast gro inh: growth inhibition of WT yeast, mitochondrial fusion screen; mitochondrial fusion phenotypic screen, WT strain; inhibition, % at 10 µM; 190,000 tested, 2.1% active; in the data active means inhibition above about 58%; tested in S. cerevisiae
Dengue-2 NS5 capping: Dengue-2 NS5 methyltransferase inhibitors, primary screen, biochemical, confirmation dose response (AID 588689). Dengue-2 NS5 methyltransferase capping enzyme assay, biochemical; higher % means a stronger effect. inhibition, % at 25 µM; hits with a dose series show IC50 in µM. 340,000 tested, 0.3% active; in the data active means a potency from the dose series; inconclusive means inhibition above about 29% without an active follow-up result
Autophagy HCS: autophagy modulation, high-content screen; MEF GFP-LC3 puncta imaging; test concentration mostly 10 µM; calls only at 10 µM (by protocol); 190,000 tested, 0.98% active;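 active means percentage of spot-positive cells more than 3 SD above its plate mean, without a fluorescence outlier flag or 80% toxicity; inconclusive means no clear call, values can overlap the other calls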;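 further: spot-positive cell cutoff set from DMSO-treated cells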
K1F lysis inhibition: inhibition of K1F phage lysis, E. coli UTI89, bacterial capsule biogenesis inhibitors, alamar blue (AID 488966) | E. coli UTI89 K1F phage lysis, alamar blue, 2 h; higher % means a stronger effect | one-dose inhibition, % at 100 µM; IC50 in µM for titrated hits | 340,000 tested, 0.02% active;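 active means phage lysis inhibition, versus mean bacterial control, above a set limit; inconclusive means no clear call, values can overlap the other calls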;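 further: capsule biogenesis inhibitors block K1F phage lysis so surviving cells raise fluorescence; higher fluorescence means more inhibition of phage lysis; actives were called in the ten point dose series up to 300 µM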
GPR35 antagonists: inhibition of zaprinast-stimulated GPR35 beta-arrestin translocation – imaging, U2OS, beta-arrestin-GFP, zaprinast agonist, primary screen (AID 2058). U2OS GPR35 beta-arrestin-GFP translocation imaging, zaprinast antagonism; higher % means a stronger effect. inhibition, % at 10 µM; hits with a dose series show IC50 in µM. 290,000 tested, 0.052% active;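 active means inhibition of at least 50% with at least 30 cells and total cytoplasm GFP at most 10,000,000; inconclusive means under 30 cells or total GFP of 10,000,000 plus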
AID2073: disruptors of CaV2.2 binding to Mint1 – biochemical, HTRF (AID 2073) | one-dose inhibition, % at 20 µM; IC50 in µM for titrated hits | 290,000 tested, 0.19% active | HTRF protein-protein interaction, Mint1-CaV2.2; higher % means a stronger effect; in the data active means inhibition mostly above about 51%, no sharp cut-off; inconclusive means no clear call, values can overlap the other calls; inactive means mostly below about 53%; further: some results filed as inactive read as strong as hits
LYP phosphatase: PTPN22 lymphoid phosphatase activity blockers – biochemical, fluorescence intensity, uHTS (AID 1779) | inhibition, % at 11.5 µM; hits with a dose series show IC50 in µM | recombinant LYP phosphatase, fluorescence intensity; higher % means a stronger effect | 290,000 tested, 0.054% active; in the data active means inhibition above about 50%;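 further: plate controls were vehicle with enzyme for no effect and no enzyme for full effect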
NTR1 agonist: agonists of NTR1, primary screen, imaging, U2OS cells, beta-arrestin-GFP, high content (AID 493036). P30989. NTR1-U2OS beta-arrestin-GFP spot imaging, agonist mode. activation, % at 20 µM. 330,000 tested, 0.17% active;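 active means activation at or above 40% of the spot to cytoplasm intensity ratio, with at least 20 cells analyzed; inconclusive means wells under 20 cells, flagged as cytotoxic or low count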;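 further: 0% = DMSO without peptide and 100% = 100 nM NTR1 peptide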
Target sequence (P30989 whole entry, looked up): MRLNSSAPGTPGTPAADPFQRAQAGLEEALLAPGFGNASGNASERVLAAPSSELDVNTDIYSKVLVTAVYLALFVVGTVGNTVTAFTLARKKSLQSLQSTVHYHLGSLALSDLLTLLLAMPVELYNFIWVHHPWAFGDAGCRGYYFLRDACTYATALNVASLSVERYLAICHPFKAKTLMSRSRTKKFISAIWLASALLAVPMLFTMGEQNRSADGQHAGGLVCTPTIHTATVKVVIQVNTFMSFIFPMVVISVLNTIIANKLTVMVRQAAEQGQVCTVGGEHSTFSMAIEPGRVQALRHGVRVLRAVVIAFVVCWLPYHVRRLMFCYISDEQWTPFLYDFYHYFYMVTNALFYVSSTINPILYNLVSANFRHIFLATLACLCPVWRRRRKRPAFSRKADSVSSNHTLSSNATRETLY
WT yeast gro inh mutant strain: further read-out of WT yeast gro inh, marked with its call; inhibition, %; mitochondrial fusion phenotypic screen, mutant strain inhibition
Autophagy HCS cell loss 18 h: further read-out of Autophagy HCS, marked with its call; toxicity, %; measured here: cell loss, nuclei count;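 cell loss after 18 h compound exposure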
NTR1 agonist cell count 20 µM: also measured in NTR1 agonist; calls as there; cell count; measured here: cell count, cytotoxicity flag
Dengue-2 NS5 capping pilot replicate: second read-out of Dengue-2 NS5 capping, no call of its own (marks repeat the call); inhibition, %; measured here: pilot screen replicate inhibition
Numbers without * were called inactive; i = inactive; ? = inconclusive; . = no result given; [ ] = dose if it differs, or a comment.

SMILES	RSV CPE inhibition	WT yeast gro inh	WT yeast gro inh mutant strain	Dengue-2 NS5 capping	Autophagy HCS	Autophagy HCS cell loss 18 h	K1F lysis inhibition	GPR35 antagonists	AID2073	LYP phosphatase	NTR1 agonist	NTR1 agonist cell count 20 µM	others
Cc1cccc(CSc2ccc(-c3ccco3)nn2)c1	4.5%	2	1	-8%	i	19	0.2%	8%	28%	13%	0.4	78
COc1ccc(CCNC2CC(=O)N(N(C)C)C2=O)cc1OC (centres undefined)	-0.2%	0	-1	-5%	i	-6	4.7%	3%	-4%	-7%	0.1	41
Cc1cc(Br)ccc1NC(=O)CNC(=O)CSc1ncccn1	-0.1%	.	.	-1%	.	.	0.3%[50 µM]	.	.	.	-1.4	95
CSCc1nc2sc(C(=O)Nc3nc(C)cs3)c(C)c2c(=O)[nH]1	0.5%	32	-11	-22%	i	-3	0.4%	-9%	?	6%	2.3	67
Cc1ccccc1OCC(=O)Nc1ccc(NC(=O)c2ccco2)cc1	0.0%	-2	-14	-3%	i	16	0.1%	5%	-12%	-1%	-0.1	100
CCCC(c1nnnn1CC(=O)OCC)N(Cc1cc2ccc(C)cc2[nH]c1=O)C1CCCC1 (centres undefined)	?	2	-6	1%	i	-8	-1.1%	-10%	13%	4%	3.8	63
Cc1ccc(C)c(N2CCN(S(=O)(=O)c3ccc4c(c3)OCCO4)CC2)c1	3.7%	1	-1	-2%	i	1	1.4%	-2%	-1%	8%	7.9	44
Cc1cc([N+](=O)[O-])cnc1N1CCOCC1	1.9%	-1	-14	1%	i	-2	0.5%	3%	-8%	-7%	-0.9	91
COc1ccc(NC2(c3ccc(Cl)cc3)C(=O)c3ccccc3C2=O)cc1	-1.7%	-9	2	5%	i	17	1.6%	2%	-7%	-5%	1.3	37
CN(CC(=O)N1CCCC1)S(=O)(=O)c1cccc(Cl)c1	0.8%	.	.	-3%	.	.	-0.5%	-8%	11%	-6%	-1.1	51
O=C(CSc1nnc(CNC(=O)c2ccco2)o1)Nc1cccc(F)c1	2.5%	.	.	-4%	.	.	0.3%	-17%	8%	-8%	0.4	67
CCC1CCCCN1CCNC(=O)CNS(=O)(=O)c1ccc2nc(C)sc2c1 (centres undefined)	1.1%	7	-6	2%	i	1	0.6%	7%	12%	-8%	-1.4	51
O=C(N/N=C/c1cc(O)ccc1Br)c1cccnc1	4.1%	.	.	1%	.	.	-0.3%	-10%	6%	-6%	1.7	56	Dengue-2 NS5 capping pilot replicate=-2.4
Cc1cccc(C)c1NC(=O)CN(C)C(=O)c1ccccc1SCC(=O)N1CCCC1	-0.5%	.	.	-4%	.	.	1.6%[50 µM]	.	.	.	0.3	53
CC(C(=O)NC(N)=O)N1C(=O)NC(c2ccccc2)(c2ccccc2)C1=O (centres undefined)	1.2%	.	.	-6%	.	.	-0.1%	13%	5%	-3%	-2.2	45
O=C(OCCC1Oc2cccnc2NC1=O)c1ccc(F)cc1 (centres undefined)	-1.2%	-14	3	-7%	i	1	0.8%	5%	1%	-3%	0.0	65
O=C(CCC(=O)n1ncc2ccccc21)NCc1ccccc1Cl	3.5%	.	.	5%	.	.	2.1%	5%	-6%	-11%	6.8	65
NS(=O)(=O)c1ccc(CCNC(=O)CCC(=O)c2cccs2)cc1	1.5%	.	.	-15%	.	.	0.6%[50 µM]	.	.	.	-1.7	95
C=CCN=C1N[C@@H](c2cccc(C(F)(F)F)c2)C(C(=O)OC)=C(C)N1CC	-1.1%	.	.	47%	.	.	0.4%	-4%	-2%	-7%	-3.8	70
COCCn1cnc2c1c(=O)n(Cc1ccccc1C#N)c(=O)n2Cc1ccccc1	3.7%	.	.	3%	.	.	-0.1%	-2%	13%	-2%	1.2	52
COc1cc(OC)cc(C(=O)NCC(=O)OCC(=O)N2CCc3ccccc32)c1	3.3%	-16	-25	-6%	i	12	0.3%	4%	6%	-1%	-0.8	51
CCOCCCNC(=O)C(NC(=O)CNC(C)=O)c1ccc(Cl)cc1 (centres undefined)	1.4%	-6	1	-10%	i	7	1.5%	-7%	0%	3%	-2.0	37
Nc1nc(NC(=O)c2ccc(F)cc2)ns1	2.6%	.	.	-7%	.	.	-0.3%	.	.	.	1.1	100
Cc1ccc(/C=N/NC(=O)CCCOc2ccc(Cl)cc2Cl)cc1[N+](=O)[O-]	1.6%	16	20	1%	i	37	0.4%	-6%	4%	6%	8.2	29
CCCCSc1nnc(-c2cc(Br)ccc2N)c(=O)[nH]1	2.5%	16	2	2%	i	-8	-1.6%	12%	-6%	3%	1.2	57

The results go on.
SMILES	RSV CPE inhibition	WT yeast gro inh	WT yeast gro inh mutant strain	Dengue-2 NS5 capping	Autophagy HCS	Autophagy HCS cell loss 18 h	K1F lysis inhibition	GPR35 antagonists	AID2073	LYP phosphatase	NTR1 agonist	NTR1 agonist cell count 20 µM	others
COC(=O)CSc1nnc(-c2cccnc2)n1-c1cccc(OC)c1	2.0%	-7	6	-2%	i	15	-0.6%	6%	-9%	-13%	0.1	53
O=C(CC12CC3CC(CC(C3)C1)C2)NCCN1CCOCC1	-0.3%	1	-1	-8%	i	5	-0.4%	6%	20%	-4%	0.9	60
Cc1ccc(OCc2cnc(Cl)s2)c(C)c1	6.6%	-6	-9	1%	i	2	0.1%	-5%	-7%	-12%	-1.8	18
COc1cccc(/C=N/Nc2nnc3c(n2)[nH]c2ccccc23)c1OC	1.6%	.	.	5%	.	.	-1.8%	4%	3%	2%	0.7	43
COc1ccc(-c2ccc(CCC(=O)O)n2NC(=O)c2ccc(C(C)(C)C)cc2)cc1	7.0%	19	2	9%	i	-22	0.7%	0%	18%	13%	-0.1	37
Cn1c(=O)c(C(=O)NNC(=O)c2ccccc2Br)c(O)c2ccccc21	0.5%	.	.	-1%	.	.	-0.6%	-4%	8%	-4%	-0.1	58
CCN1CCN(C(=O)C(C)Oc2ccc(S(=O)(=O)N3CCCC3)cc2C(N)=O)CC1 (centres undefined)	2.2%	.	.	2%	.	.	1.8%[50 µM]	.	.	.	-0.4	57
Cc1nn(CC(=O)Nc2ccc3c(c2)OCO3)c(C)c1[N+](=O)[O-]	-0.7%	-4	-6	2%	i	-6	0.2%	11%	-2%	-8%	-0.6	47
COc1ccc(CCNC(=O)C(=O)NCC2OCCN2S(=O)(=O)c2ccc(F)cc2)cc1OC (centres undefined)	0.0%	.	.	-2%	.	.	-0.5%	-1%	21%	-6%	-2.4	70
O=C(O)CCCCCNC(=O)c1ccncc1	-0.6%	0	11	3%	i	-4	0.8%	12%	3%	-7%	-1.0	93
CN(C)c1nnnn1Cc1ccc(Cl)cc1Cl	1.3%	-11	-1	-7%	i	7	1.0%	0%	3%	-11%	-2.1	85
Cc1cccc(N(CC(=O)NC2CCCC2)C(=O)c2nsc(Cl)c2Cl)c1C	-0.6%	-11	-6	1%	i	-9	1.6%	12%	5%	3%	2.1	30
CC(=O)Nc1ccc(OC(=O)c2ccc(Cl)cc2)cc1	1.1%	-11	-14	-1%	i	7	2.0%[50 µM]	7%	-3%	-1%	-0.8	79
CC(=O)c1c(C)[nH]c(C(=O)OCc2cccc(Cl)c2)c1C	11%	44	14	-3%	i	-7	0.2%	3%	-7%	-1%	1.4	72
Cc1cc(C)c(C#N)c(SCS(=O)Cc2ccc(Cl)cc2)n1 (centres undefined)	8.5%	2	-10	-4%	i	8	-0.4%	16%	-1%	-8%	2.1	58
CCc1cccc(OC2OC(CO)C(O)C(O)C2NC(C)=O)c1 (centres undefined)	-0.4%	9	-9	-7%	i	17	-2.6%	1%	11%	-4%	1.0	60
CCOC(=O)C1CCN(C(=O)c2cc(CN3C(=O)c4ccccc4C3=O)ccc2OCC)CC1	1.3%	.	.	5%	.	.	0.6%[50 µM]	.	.	.	2.3	57
COc1cccc(-c2noc(C3CCCN(C(=O)c4ccc(F)cc4)C3)n2)c1 (centres undefined)	3.8%	.	.	-13%	.	.	0.2%	-5%	-1%	-4%	-0.1	51	Dengue-2 NS5 capping pilot replicate=-6.4
O=C(O)CCC(=O)Nc1ccccc1C(=O)NC1CCCCC1	1.9%	-7	-1	0%	i	-7	0.0%	3%	-3%	0%	-0.8	56
Cn1nnc(NC(=O)c2ccco2)n1	1.4%	22	7	-5%	i	14	0.8%	18%	10%	-8%	-2.0	59	Dengue-2 NS5 capping pilot replicate=-1.2
Cc1cc2nc3c(nc2cc1C)C(O)=C3O	2.6%	.	.	-13%	.	.	-1.3%	-4%	12%	-8%	1.0	51
CCCCn1c(N)c(N(CC)C(=O)c2ccc(C#N)cc2)c(=O)[nH]c1=O	0.2%	.	.	-1%	.	.	0.1%	0%	5%	-10%	1.6	41
O=C(Nc1ccccc1Cl)N1CCN(Cc2ccc3c(c2)OCO3)CC1	0.0%	-4	-4	-6%	i	-30	2.4%	-4%	-8%	-6%	-0.4	47
O=[N+]([O-])c1cccc(Cl)c1NCCNS(=O)(=O)c1ccc(Cl)cc1	3.7%	23	-9	1%	i	8	1.2%[50 µM]	0%	-5%	-1%	13	76
Cc1cc(C(=O)CCC(=O)Nc2ncccc2O)c(C)s1	-1.4%	.	.	-3%	.	.	0.3%[50 µM]	.	.	.	-0.6	45

(cont.)
SMILES	RSV CPE inhibition	WT yeast gro inh	WT yeast gro inh mutant strain	Dengue-2 NS5 capping	Autophagy HCS	Autophagy HCS cell loss 18 h	K1F lysis inhibition	GPR35 antagonists	AID2073	LYP phosphatase	NTR1 agonist	NTR1 agonist cell count 20 µM	others
CCc1cc2c(NC(Cc3ccccc3)C(=O)O)ncnc2s1 (centres undefined)	1.8%	.	.	10%	.	.	1.1%	0%	11%	-8%	-0.2	53
CCOc1ccc(N2C(=O)CC(Sc3nccc(C)n3)C2=O)cc1 (centres undefined)	0.9%	-6	-4	-5%	i	-1	-0.5%	27%	-6%	0%	3.9	97
O=S(=O)(c1ccc2c(c1)CCN2)N1CCCC1	0.2%	.	.	-1%	.	.	0.6%[50 µM]	.	.	.	2.2	52
CC(C)(C)c1ccc(OCc2ccc(C(=O)NN)o2)cc1	1.7%	.	.	-5%	.	.	1.5%	19%	-10%	-6%	1.0	59
O=C(NC1CCCCCC1)C1CCCN1S(=O)(=O)c1cccc2cccnc12 (centres undefined)	2.5%	10	4	0%	i	-14	i	1%	29%	-2%	-0.9	63
COc1ccccc1CC(=O)Nc1ccc(OC)c(OC)c1	1.1%	5	-2	0%	i	-9	1.4%	6%	-2%	1%	0.0	48
CC(/C=C/c1ccco1)=N/NC(=O)CNc1ccccc1C	1.7%	3	2	2%	i	0	-0.1%	-12%	56%	-2%	-0.9	78
